Screening results deposited in PubChem by Sanford-Burnham Center for Chemical Genomics.
Gli-Sufu antag: Gli-Sufu pathway antagonists, primary screen, luciferase luminescence, Sufu-KO-LIGHT cells, uHTS; Sufu-KO-LIGHT fibroblasts, Gli luciferase reporter luminescence; inhibition, % at 5 µM; 340,000 compounds, 0.74% hits; AID 588413, 2011;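 active means inhibition above about 55%, limit read from the data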;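 further: 0% = DMSO-treated cells and 100% = wells with medium but no cells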
EBI2 antag: EBI2 receptor antagonists, beta-arrestin recruitment, primary screen, cell-based, luminescence, 7a,25-OHC stimulation, uHTS. G-protein coupled receptor 183 (Homo sapiens), P32249. 7a,25-OHC stimulated. inhibition, % at 5 µM. 360,000 compounds, 0.81% hits; in the data active means inhibition above about 38%;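 further: enzyme fragment complementation signal reports receptor beta-arrestin coupling in cells; 0% = agonist plus DMSO wells and 100% = wells without agonist; some results beyond the cut were filed as inactive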
CCR6 antag: CCR6 receptor antagonists, primary screen, cell-based, CHO-K1, luminescence, beta-arrestin, uHTS; C-C chemokine receptor type 6 (Homo sapiens), P51684; CHO-K1 CCR6 PathHunter beta-arrestin, CCL20-stimulated; inhibition, % at 20 µM; 340,000 compounds, 0.49% hits;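 active means compounds whose inhibition of the agonist-driven luminescence signal at 20 µM reaches about 50%, limit read from the data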;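 further: cells stimulated with CCL20 at 14 nM final; plate controls were DMSO with CCL20 for no effect and DMSO without agonist for full effect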
Target sequence (P51684 whole entry, looked up): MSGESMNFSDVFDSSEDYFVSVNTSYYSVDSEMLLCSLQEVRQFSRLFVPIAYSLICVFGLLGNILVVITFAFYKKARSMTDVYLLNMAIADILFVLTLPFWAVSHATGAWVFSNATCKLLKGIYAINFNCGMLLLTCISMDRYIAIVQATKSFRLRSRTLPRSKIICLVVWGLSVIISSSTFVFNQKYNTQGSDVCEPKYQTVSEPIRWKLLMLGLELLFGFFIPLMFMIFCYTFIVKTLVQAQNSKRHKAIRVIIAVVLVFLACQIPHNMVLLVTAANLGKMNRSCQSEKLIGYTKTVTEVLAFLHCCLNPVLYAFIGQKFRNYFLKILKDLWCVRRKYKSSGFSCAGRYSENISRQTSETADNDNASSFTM
Jurkat NFkB inh: inhibitors of induced NF-kB luciferase reporter, primary screen, TCR NF-kB activation inhibitor project, cell-based, luminescence, uHTS; Jurkat, PMA/ionomycin-induced NF-kB luciferase reporter; inhibition, % at 4 µM; 330,000 compounds, 0.53% hits; in the data active means inhibition above about 50%
697 NFkB inh: inhibitors of PMA/ionomycin-induced NF-kB reporter, 697 cells, primary screen, B-cell NF-kB inhibitor project, cell-based, luminescence, uHTS | 697 B-cell NF-kB luciferase reporter, 16 h | inhibition, % at 4 µM | 330,000 compounds, 0.33% hits; in the data active means inhibition above about 35%
UBC13 polyUb: UBC13 polyubiquitin chain formation inhibitors, primary screen, biochemical, TR-FRET, uHTS; Ubiquitin-conjugating enzyme E2 N (Homo sapiens), P61088; inhibition, % at 20 µM; 330,000 compounds, 0.47% hits; in the data active means inhibition above about 45%, passing the limit was not always enough
Target sequence (P61088 whole entry, looked up): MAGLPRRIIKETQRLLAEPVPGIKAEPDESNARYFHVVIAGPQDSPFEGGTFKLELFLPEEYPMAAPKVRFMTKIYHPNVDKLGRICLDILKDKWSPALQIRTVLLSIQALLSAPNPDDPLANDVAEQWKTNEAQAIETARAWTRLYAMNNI
CXCR6 block: CXCR6 receptor inhibitors, primary screen, cell-based, beta-arrestin, luminescence, CHO-K1 PathHunter, 1536-well. 360,000 compounds, 0.36% hits. inhibition, % at 20 µM. C-X-C chemokine receptor type 6 (Homo sapiens), O00574; in the data active means inhibition above about 34%, passing the limit was not always enough;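 further: antagonist mode with CXCL16 agonist at 10 nM final; 0% = 10 nM CXCL16 with DMSO and 100% = unstimulated wells without agonist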
Target sequence (O00574 whole entry, looked up): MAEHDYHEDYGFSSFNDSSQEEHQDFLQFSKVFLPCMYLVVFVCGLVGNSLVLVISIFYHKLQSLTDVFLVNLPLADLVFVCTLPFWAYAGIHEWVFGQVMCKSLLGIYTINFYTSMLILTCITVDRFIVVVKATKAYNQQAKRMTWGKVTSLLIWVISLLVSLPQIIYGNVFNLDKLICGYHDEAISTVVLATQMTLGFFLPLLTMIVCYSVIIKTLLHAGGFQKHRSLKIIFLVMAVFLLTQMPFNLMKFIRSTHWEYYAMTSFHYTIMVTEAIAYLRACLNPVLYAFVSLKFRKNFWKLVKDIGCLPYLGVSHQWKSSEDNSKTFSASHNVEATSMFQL
APJ antagonist: antagonists of human apelin receptor APJ, primary screen, CHO-K1 cells, beta-arrestin complementation, luminescence | inhibition, % at 20 µM | 330,000 compounds, 0.32% hits | AID 2521, 2010;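 active means inhibition above about 40% at 20 µM, limit read from the data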;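 further: cells challenged with 10 nM apelin-13 agonist together with compound; plate controls were apelin-13 plus DMSO wells for no effect and DMSO wells lacking apelin-13 for full effect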
The depositor's hits bear a star; i = inactive; . = no result given. Random draw from the library; about 3% have a hit in one of these screens.

SMILES	Jurkat NFkB inh	UBC13 polyUb	EBI2 antag	CCR6 antag	697 NFkB inh	Gli-Sufu antag	APJ antagonist	CXCR6 block
COc1ccc(C2CC(c3cccs3)=NN2c2ccccc2)cc1 (stereo not drawn)	-18.2	19.8	10.1	-5.2	-0.3	-1.5	-22.0	-10.3
O=C(Nc1ccc2oc(-c3ccccc3)nc2c1)c1ccc2c(c1)OCCO2	-8.8	-0.2	19.2	2.3	-48.0	-7.6	1.3	-12.1
Cc1ccccc1-n1nc2c(c1NC(=O)C(C)(C)C)CS(=O)(=O)C2	-0.4	4.1	-3.8	5.4	6.3	-0.3	17.0	2.2
CN(C)c1ncc([N+](=O)[O-])cc1C(F)(F)F	9.4	-0.2	3.2	11.9	-5.3	31.9	11.8	6.2
CCCCCCNC(=O)CNC(=S)N(Cc1cccs1)C1CCCCC1	3.0	6.8	6.3	14.3	1.5	44.7	-18.0	-6.0
CCOC(=O)c1ccc(NC(=S)N2CCN(CCN=CC3=C(O)CC(c4ccccc4)CC3=O)CC2)cc1 (stereo not drawn)	5.9	4.2	-0.1	1.8	7.0	-0.3	17.3	-0.4
Cc1cccc(N2CCN(C(=O)c3ccc(N4CCCC4=O)cc3)CC2C)c1 (stereo not drawn)	-1.0	-12.0	9.0	-1.0	-5.3	2.6	-7.1	1.4
O=C(c1ccc(Cl)cc1)c1cc(-c2ccccn2)c(N2CCOCC2)s1	-5.2	16.2	31.9	-1.8	-18.2	5.8	19.0	7.8
CCN(CC)c1nc2ccccc2[nH]1	-1.6	-6.5	-8.4	-9.3	-35.5	4.2	1.5	0.4
Cc1cc(C(=O)Nc2ccc3c(c2)CCC3)c2ccccc2n1	19.1	-3.5	-3.9	2.9	18.5	9.9	18.4	3.0
Cc1nc2ccccc2n1CC(=O)N/N=C/c1cccnc1	-6.8	-8.3	-3.8	21.9	-8.2	-1.0	13.2	0.3
COC(=O)C1C/C(=N\NS(=O)(=O)c2ccc(C)cc2)c2ccsc2C1 (stereo not drawn)	-3.7	4.1	5.6	23.2	19.8	1.8	5.8	-6.8
COc1ccccc1NS(=O)(=O)c1ccc(NN=C2CCCCC2)c([N+](=O)[O-])c1	4.2	-20.5	3.8	28.4	-10.4	16.9	-17.4	9.5
O=C(CCCNS(=O)(=O)c1cccc2nsnc12)N1CCCCC1	-3.4	-23.0	0.4	-4.8	-29.7	-4.1	-3.5	-4.9
COc1ccc(NS(=O)(=O)c2cccc(C(=O)NCCCn3ccnc3)c2)cc1	8.1	3.3	-6.3	9.0	9.4	10.8	12.9	5.9
O=c1[nH]c(=O)c2cc([N+](=O)[O-])cc([N+](=O)[O-])c2[nH]1	6.7	0.6	-4.2	-21.4	8.8	-7.0	-29.9	1.6
COCCN1C=C(C(=O)OC)C(c2ccccc2Cl)C(C(=O)OC)=C1	-9.0	13.7	1.4	5.8	14.8	3.8	-16.5	-0.4
CCCCCCC(C)n1cc(C(C)=O)c(=O)[nH]c1=O (stereo not drawn)	-1.7	4.2	1.1	-6.2	16.7	3.4	2.3	-6.0
CNC(=S)NNC(=O)c1sccc1OCc1ccccc1	0.0	0.5	5.7	4.1	10.2	-20.8	10.1	-10.0
CC(C)(C)SCCNC(=O)c1ccc(CN2CCc3ccccc3C2)cc1	-19.4	2.7	2.8	12.2	-34.7	-0.5	-2.5	-3.8
COc1cc2c(cc1NC(=O)c1ccc(C(C)(C)C)cc1)CCCC2	-60.8	-6.4	37.4	-8.1	i	8.0	4.2	1.6
COc1cccc(-c2noc(C3CCCN(C(=O)c4ccc(F)cc4)C3)n2)c1 (stereo not drawn)	-9.7	-4.9	-1.7	8.8	-11.0	-9.6	2.8	4.1
CC(C)C(c1nnnn1Cc1ccc2c(c1)OCO2)N1CCN(c2ccccc2)CC1 (stereo not drawn)	0.7	-9.4	10.8	17.2	-25.2	-0.4	-1.9	2.2
Cc1ccc(NC(=O)CSc2nc(=O)n3cc(C)ccc3n2)c(C)c1	2.2	-4.5	-7.0	9.5	18.0	-0.1	19.4	-0.6
C[C@@H](C(=O)NCCc1ccccc1F)N1C(=O)N2CCc3c([nH]c4ccccc34)[C@@]2(C)C1=O	-11.0	10.2	0.4	-2.0	-1.8	-0.3	12.2	-5.9
Cc1ccc(S(=O)(=O)c2nc(Nc3ccccc3)sc2Cl)cc1	.	.	9.7	-8.1	.	4.8	.	-0.3
Oc1cc2ccccc2cc1-c1n[nH]c(=S)o1	-3.8	1.3	-7.4	9.1	15.3	10.3	-3.7	-6.7
Cc1nnc2c3ccccc3c(-c3cccc4ccccc34)nn12	.	.	1.8	18.1	.	10.0	.	4.6
CC1(C)CC(NC(=O)C2CCC(=O)N(Cc3ccccc3F)C2)CC(C)(C)C1 (stereo not drawn)	-28.9	-6.9	11.2	12.2	-41.3	3.2	6.0	4.8
O=C(CCNC(=O)C1CCN(S(=O)(=O)c2ccccc2)CC1)NCc1ccc(Cl)cc1Cl	6.6	11.2	-5.5	19.3	0.3	-9.5	-2.9	-7.5
Cc1cccc(NC(=S)NCCc2c[nH]c3ccccc23)c1	-0.7	-9.5	7.3	-1.3	-14.7	2.5	-5.1	-12.5
CC(OC(=O)C1CCC(=O)N1)C(=O)Nc1cc(Cl)cc(Cl)c1 (stereo not drawn)	1.7	0.9	-14.3	-13.2	22.5	-3.6	-2.8	2.1
N#Cc1cc2c(nc1SCC(=O)NCc1ccc3c(c1)OCO3)CCCCC2	-16.4	4.3	16.7	-4.2	13.1	-9.3	-9.7	4.7
CCOC(=O)N/C(N)=N/c1nc2ccccc2s1	-148.7	13.9	-2.2	40.4	-145.4	-131.8	6.3	30.3
CCOC(=O)c1c(C)[nH]c(C(=O)COC(=O)CNC(=O)c2ccc(Br)cc2)c1C	5.8	8.4	8.4	-5.9	6.5	-8.4	-6.6	-4.1
O=C(c1ccc(NS(=O)(=O)c2ccccc2)cc1)N1CCN(Cc2ccc3c(c2)OCO3)CC1	2.5	-9.6	-1.3	6.9	11.7	-4.6	-6.4	-8.6
COc1ccc(/C=C/C(=O)NCCC(=O)N2CCCN(C)CC2)cc1	-33.8	-8.3	-3.4	-2.4	22.9	-11.8	-2.0	1.1
COc1ccc(CNC(=O)CSc2nnc3c(n2)[nH]c2ccc(C)cc23)cc1	1.3	-15.9	0.7	0.9	12.5	-8.2	16.9	-5.6
COc1ccc(CCN(C)C2CCCN(C(=O)CCC(F)(F)F)C2)cc1OC (stereo not drawn)	8.9	-4.2	3.8	-4.8	-1.8	20.9	0.7	-2.0
Cn1c(N)c(C(=O)CSc2nc(N)cc(=O)[nH]2)c(=O)n(C)c1=O	1.1	2.0	-7.1	2.2	5.0	1.0	11.6	10.5
NC(=O)CC(NC(=O)c1ccc(Br)cc1)c1ccc(NCc2ccc(F)c(F)c2)c([N+](=O)[O-])c1 (stereo not drawn)	-4.5	-21.5	5.2	16.7	5.3	24.3	17.5	10.4
O=C(O)c1nn(CC(=O)N2CCC(Cc3ccccc3)CC2)c(=O)c2ccccc12	-4.9	1.8	6.1	-0.5	-18.9	-10.4	-5.3	-0.9
Cc1c(NCc2ccccc2O)c(=O)n(-c2ccccc2)n1C	-4.9	-1.7	-6.2	4.7	6.4	3.9	9.4	-2.3
CN(C(=O)c1cccc(NC(=O)Cc2ccc(NC(=O)C3CCN(C(=O)C4CCCC4)CC3)cc2)c1)C1CCCCC1	.	.	-6.4	0.5	.	-6.5	.	-5.8
C=Cc1ccc(Cn2nc(-c3ccccc3)ccc2=O)cc1	18.3	0.6	-1.6	12.2	-7.9	-6.2	2.8	-3.2
CCOC(=O)c1sc(NC(=O)CSc2nc3cccnc3n2C)nc1C	4.7	2.9	-11.4	27.6	-11.5	19.8	-0.9	-6.0
CCCn1c2ccccc2c2cnn(CC(=O)NCCOC)c(=O)c21	-1.0	10.3	1.1	7.0	4.1	3.3	7.4	1.5
CCN1CCN(c2ccc(NC(=O)c3cccc(S(=O)(=O)N4CCCC4)c3)cc2)CC1	2.9	12.1	0.3	9.6	1.8	7.8	3.1	-0.7
CCOC(=O)c1ccc(NC(=O)C2C3CCCCC32)cc1 (stereo not drawn)	-77.1	-0.8	1.6	10.1	-76.6	0.5	-1.5	-1.9
Cc1nc(-c2ccccc2)nc(-c2ccccc2)n1	4.4	11.4	5.0	24.8	9.2	3.1	-41.2	-2.8

Continued:
SMILES	Jurkat NFkB inh	UBC13 polyUb	EBI2 antag	CCR6 antag	697 NFkB inh	Gli-Sufu antag	APJ antagonist	CXCR6 block
CCOC(=O)C1=C(N)OC2=C(C(=O)CC(C)(C)C2)C1c1ccccc1OC (stereo not drawn)	-7.8	1.1	-1.2	9.9	9.1	-6.7	5.7	-1.4
O=[N+]([O-])c1cccc(/C=N/Nc2nc(C(Cl)(Cl)Cl)nc3ccccc23)c1	-2.7	-14.8	-1.9	-3.5	4.6	6.3	-40.5	-4.7
Cc1cc(CN2CCC(n3nccc3NC(=O)c3ccccc3Cl)CC2)cc(C)c1O	6.5	4.8	-1.2	13.2	1.7	28.6	16.3	8.9
CCOC(=O)/C(C#N)=N/Nc1ccccc1C(=O)O	-11.7	-0.3	1.9	13.0	6.6	-8.4	-1.6	0.7
Cc1[nH]c2ccc(C(=O)NCCCN3CCCCC3)cc2c1C	-8.0	15.1	4.2	15.7	4.4	-3.7	17.2	9.0
O=C(NCC(c1ccco1)N1CCN(c2ccc(F)cc2)CC1)C1CCCCC1 (stereo not drawn)	14.8	-2.3	7.5	2.5	-9.9	14.2	25.1	5.5
COc1ccc(NC(=O)CNC(=O)c2ccc([N+](=O)[O-])cc2)cc1	5.8	19.3	-2.4	-8.6	13.9	-5.3	-15.7	-13.3
Cc1cc(C)n(/N=C/c2cc(Cl)cc(Cl)c2O)c(=O)c1	8.3	-3.5	-7.7	26.5	-5.6	-4.5	-10.7	14.5
O=C(Nc1ccc(C(=O)N2CCOCC2)cc1)C1CC1	.	.	-3.6	3.0	.	-37.2	.	-7.8
O=C(N/N=C/C(Br)=C/c1ccccc1)c1n[nH]c2c1CCC2	-8.1	-13.5	6.0	34.2	-57.2	9.4	1.9	11.6
O=C(Nc1ccc(N2CCCCC2)cc1)C(Cl)c1ccccc1 (stereo not drawn)	-83.3	-15.9	-1.1	14.5	-109.0	-112.4	-18.6	-6.9
C=CCNS(=O)(=O)c1ccc(N2C(=O)c3ccccc3C2=O)cc1	-0.3	1.2	-3.1	5.0	-3.2	-2.7	3.5	11.6
O=C(NC(=O)c1ccccc1)Nc1ccccc1	-101.2	-4.6	-8.9	7.8	-192.6	.	-3.9	-2.1
